Compound activity: PubChem BioAssay, several laboratories
MrgX1 ag: agonists of human MrgX1 receptor, primary screen, HEK293 cells, Fluo-4 calcium flux; B-score at 10 µM; Mas-related G-protein coupled receptor member X1 (Homo sapiens), Q96LB2; 0.44% of 310,000 active; Fluo-4 calcium fluorescence, agonist mode; stronger effect = higher value; AID 588627, 2011;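 active = calcium response B-score plate-corrected fluorescence ratio at least 3 library SD, with starting fluorescence B-score inside 5 SD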
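Material: MrgX1-expressing HEK293 cells; input: 15,000 cells per well; doses: test compound given as first of three sequential additions; schedule: overnight plating before 1 h dye loading; technique: Fluo-4 NW calcium-flux fluorescence, kinetic read; evaluation: baseline-normalised fluorescence change ratio, B-scored; control set: plate-wise positive and negative controls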
TRPC4 inh: inhibitors of mouse TRPC4 channel, primary screen, Fluo4 calcium, HEK293 TRPC4beta/mu-opioid cells. Short transient receptor potential channel 4 (Mus musculus), Q9QUQ5. DAMGO-evoked Fluo4 calcium flux; stronger effect = lower value. B-score at 10 µM. 0.39% of 300,000 active;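 active = B-score over 3 SD under the library average, no early fluorescence shift, positive overall ratio signal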
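Test system – stable TRPC4beta/mu-opioid receptor HEK293 cells · Probe or stimulus – DAMGO, a submaximal dose followed by a maximal one · Dosing – one concentration per compound · Signal – Fluo4 calcium fluorescence by kinetic imaging, 5 s 1 Hz baseline · Evaluation – per-well B score of integrated baseline-normalized Fluo4 ratio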
TRPC6 act: mouse TRPC6 channel activators, primary screen, cell-based, HEK293, membrane potential dye. Short transient receptor potential channel 6 (Mus musculus), Q61143. HEK293-TRPC6 membrane potential dye fluorescence; stronger effect = higher value. B-score at 10 µM. 0.13% of 310,000 active;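 active = B-score of the integrated fluorescence ratio above library mean plus 3 SD, and starting fluorescence ratio within library mean plus 5 SD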;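 note: higher score means more depolarization so channel activation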
Target sequence (Q61143 whole entry, looked up): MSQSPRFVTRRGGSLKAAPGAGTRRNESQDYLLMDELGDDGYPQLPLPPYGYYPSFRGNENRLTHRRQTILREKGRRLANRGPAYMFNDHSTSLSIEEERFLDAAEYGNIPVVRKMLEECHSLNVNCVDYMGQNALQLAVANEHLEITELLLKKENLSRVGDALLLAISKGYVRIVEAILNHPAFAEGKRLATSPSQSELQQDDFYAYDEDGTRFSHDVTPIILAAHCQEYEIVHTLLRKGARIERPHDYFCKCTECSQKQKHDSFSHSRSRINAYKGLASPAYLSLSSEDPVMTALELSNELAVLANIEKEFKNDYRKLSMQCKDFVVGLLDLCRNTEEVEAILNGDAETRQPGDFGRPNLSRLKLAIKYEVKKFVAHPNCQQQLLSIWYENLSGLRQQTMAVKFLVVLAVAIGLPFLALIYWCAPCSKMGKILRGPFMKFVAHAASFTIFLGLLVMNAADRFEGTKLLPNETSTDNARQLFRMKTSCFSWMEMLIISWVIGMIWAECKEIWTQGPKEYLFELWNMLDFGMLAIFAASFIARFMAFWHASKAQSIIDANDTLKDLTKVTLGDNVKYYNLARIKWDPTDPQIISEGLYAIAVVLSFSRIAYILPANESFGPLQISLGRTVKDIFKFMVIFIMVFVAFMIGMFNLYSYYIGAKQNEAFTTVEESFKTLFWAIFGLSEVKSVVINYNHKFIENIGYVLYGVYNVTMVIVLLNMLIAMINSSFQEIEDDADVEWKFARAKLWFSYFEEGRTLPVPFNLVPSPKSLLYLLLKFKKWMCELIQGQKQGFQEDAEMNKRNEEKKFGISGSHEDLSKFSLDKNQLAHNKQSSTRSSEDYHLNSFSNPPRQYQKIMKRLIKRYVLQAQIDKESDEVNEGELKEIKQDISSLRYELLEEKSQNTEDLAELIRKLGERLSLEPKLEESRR
MrgX1 antagonist: antagonists of human MrgX1 receptor, primary screen, HEK293 cells, Fluo-4 calcium flux. B-score at 10 µM. 1.3% of 310,000 active. BAM8-22 antagonism; stronger effect = lower value;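 active = calcium-response B-score plate-corrected more than 3 library SD below zero, starting fluorescence within 5 deviations, no agonist response on first addition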;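 note: peak minus trough fluorescence over baseline after final BAM8-22 challenge near maximal dose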
TRPC6 inhibitor: mouse TRPC6 channel inhibitors, primary screen, cell-based, HEK293, membrane potential dye | 1.1% of 310,000 active | B-score at 10 µM | ACh-evoked depolarization; stronger effect = lower value | AID 2553, 2010 | Short transient receptor potential channel 6 (Mus musculus), Q61143;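 active = B-score under library mean minus 3 SD, initial fluorescence not abnormally high, positive integrated signal ratio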;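 note: B-score derived from integrated fluorescence ratio over the kinetic read; more negative B-score means stronger inhibition of depolarization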
MrgX1 allo act: positive allosteric modulators of MrgX1, primary screen, HEK293 cells, Fluo-4 calcium flux. Mas-related G-protein coupled receptor member X1 (Homo sapiens), Q96LB2. FDSS; stronger effect = higher value. B-score at 10 µM. 0.63% of 310,000 active;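 active = plate-corrected calcium response at least 3 library SD above typical, normal starting fluorescence, not activating the receptor alone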;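 note: compound read alongside a low EC10 to EC30 dose of BAM8-22 agonist; peak minus trough fluorescence over baseline measured at the second addition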
RGS4 block: RGS4 inhibitors, primary screen, cell-based, HEK293 M3R inducible RGS4, calcium flux | Fluo-4 calcium flux; stronger effect = higher value; triggered by carbachol at its EC20 | B-score at 10 µM | 0.45% of 310,000 active | AID 463165, 2010;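 active = B-score, a plate-corrected calcium signal, over three deviations above library mean, with baseline fluorescence within five deviations of library mean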;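 note: RGS4 expression induced by doxycycline in cells with stable M3 receptor; B-score is computed from the integrated fluorescence ratio over baseline after carbachol; higher B-score means a larger calcium signal and so more RGS4 inhibition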
HIF activator: HIF pathway transcriptional activators, primary screen, cell-based, U2OS HRE-luciferase, luminescence | U2OS HRE-luciferase reporter; normalized: DMSO 0%, desferrioxamine 100% | activation, % at 7.5 µM (by protocol) | 0.32% of 300,000 active;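 active = mean activation of at least 10% of the iron chelator positive control signal, with at least half of replicates also reaching 10%; inconclusive = mean and replicate majority disagree about reaching 10%; inactive = mean and most replicates under 10%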
RGS4 act: RGS4 potentiators or activators, primary screen, cell-based, HEK293 M3R inducible RGS4, calcium flux; 0.92% of 310,000 active; carbachol calcium flux Fluo4; stronger effect = lower value; B-score at 10 µM;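 active = B-score of the integrated calcium signal more than 4 SD below the library mean, with starting fluorescence not abnormally high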;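 note: negative B-score means reduced calcium response which marks RGS4 activation or potentiation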
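Material: M3R-expressing HEK293 line, RGS4 induced by doxycycline | Schedule: Overnight RGS4 induction, 30 min dye load 37 °C, 20 min compound RT | Measured by: Fluo4 fluorescence kinetic imaging of calcium | Read-out: Integrated calcium ratio converted to B score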
Platelet DG rel: inhibitors of platelet dense granule secretion, primary screen, cell-based, MLPCN, human platelets | 0.22% of 300,000 active | inhibition, %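 (compounds screened at 7.5 µM in platelet-rich plasma)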 | human platelet-rich plasma, SFLLRN dense granule ATP release, luminescence;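 active = mean replicate score, as percent of positive control, at or above 50; inconclusive = mean below 50 but at least one replicate at or above 50; inactive = mean and every replicate below 50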
SKKanGAS inh: S. pyogenes SKKanGAS growth inhibitors in kanamycin, primary screen, streptokinase expression inhibitor project, SKKanGAS strain, BacTiter-Glo luminescence. 6 h. inhibition, % at 7.5 µM. AID 1662, 2009. 1.3% of 300,000 active;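 active = mean replicate score, as percent of positive control median, at least 50; inconclusive = mean below 50 but one replicate at or above 50; inactive = mean and every replicate below 50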;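 note: strain carries kanamycin resistance gene driven by streptokinase promoter and grows in 40 µg/ml kanamycin; loss of luminescence reflects streptokinase promoter inhibition or plain growth inhibition; 0% = median of DMSO wells and 100% = positive control at its reference dose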
An asterisk follows results filed as active; i = inactive; ? = inconclusive; . = not tested or not shown.

Values run as follows: RGS4 act	SKKanGAS inh	RGS4 block	MrgX1 ag	TRPC4 inh	HIF activator	TRPC6 act	MrgX1 antagonist	Platelet DG rel	TRPC6 inhibitor	MrgX1 allo act
CC(O)CNc1ccc([N+](=O)[O-])cc1S(=O)(=O)N1CCOCC1 (configuration not stated)
→ i	-4.5	i	i	i	-0.2	i	i	6.8	i	i
COC(C/C=C/[C@@H](O)[C@H](C)OCc1ccccc1)OC
→ i	1.7	i	i	i	0.4	i	i	-2.6	i	i
Cc1ccc(S(=O)(=O)N2N=C3CCCCC3C2(O)C(F)(F)F)cc1 (configuration not stated)
→ i	-2.6	i	i	i	-0.3	i	i	-1.4	i	i
CC(=O)Nc1cccc(NC(=O)c2ccc(C)c([N+](=O)[O-])c2)c1
→ i	-15.0	i	i	i	0.3	i	i	-1.6	i	i
O=C1CC(c2ccccc2)c2c(O)cc(O)cc2O1 (configuration not stated)
→ i	-1.8	i	i	i	-6.0	i	i	-0.7	i	i
CC1(C)C(=O)N(c2ccccc2Cl)C(=O)c2ccccc21
→ i	-5.4	i	i	i	2.3	i	i	-4.0	i	i
Cc1cccc(NCC(=O)N/N=C/c2ccc(Br)cc2)c1
→ i	36.7	i	i	i	0.3	i	i	-8.9	i	i
CCOC(=O)CSCC(=O)Nc1c(C(=O)C2CC2)oc2ccccc12
→ i	-0.9	i	i	i	-0.4	i	i	-0.8	i	i
O=C(NNC(=O)c1cc(OCC(F)(F)F)ccc1OCC(F)(F)F)c1cccc(C(F)(F)F)c1
→ i	5.4	i	i	i	0.0	i	i	-3.1	i	i
COc1ccc(Br)cc1C1SCCN1S(C)(=O)=O (configuration not stated)
→ i	2.1	i	i	i	0.1	i	i	12.2	i	i
C[C@H](NC(=O)Cn1cncn1)c1ccccc1
→ i	5.6	i	i	i	0.2	i	i	-5.1	i	i
O=C1C(C2=C(O)c3ccccc3C2=O)=Nc2ccccc21
→ i	11.6	i	i	i	2.2	i	i	3.6	i	i
O=C(CSC1=NC(=O)C(c2ccccc2)C(=O)N1)Nc1cccc(Cl)c1 (configuration not stated)
→ i	-23.5	i	i	i	0.1	i	i	-19.9	i	i
CCCc1nn2c(=O)cc(CSCC(=O)Nc3ccc(C)cc3)nc2s1
→ i	-2.5	i	i	i	-0.2	i	i	13.3	i	i
NCC(c1ccccc1)(c1ccccc1)c1ccccc1
→ i	1.5	i	i	-8*	1.4	i	i	7.9	-6.56*	i
COc1ccc(CCN2C(=O)CN=C2Nc2ccc(F)cc2)cc1OC
→ i	-4.3	i	i	i	-0.7	i	i	0.4	i	i
Cc1cc(C)nc(-n2nc(C)c(C3(O)C(=O)Nc4ccc(F)cc43)c2N)n1 (configuration not stated)
→ i	-4.4	i	i	i	-0.1	i	i	8.1	i	i
CN(C)c1ccc(NC(=O)CN2C3CCCC2CC(NC(=O)c2ccccc2)C3)cc1 (configuration not stated)
→ i	5.0	i	i	-9*	-0.1	i	i	28.7	i	i
COc1ccc(N(CC(=O)Nc2cc(OC)ccc2OC)S(=O)(=O)c2c(C)noc2C)cc1
→ i	7.0	i	i	i	10.1*	i	i	1.4	i	i
O=C(Nc1cccc(F)c1)Nc1ccc2c(c1)C(=O)OC2
→ i	-1.3	i	i	i	1.6	i	i	-6.7	i	i
CCc1cc2c(SCc3ccc(C(=O)OC)o3)ncnc2s1
→ i	7.8	i	i	i	0.5	i	i	18.7	i	i
Cc1ccc(N(O)C(=O)NCCCCNC(=O)N(O)c2ccc(C)cc2)cc1
→ i	3.0	i	i	i	5.5	i	i	1.1	i	i
Cc1ccc(C)c(N2CCN(c3ccc(N4C(=O)COCC4=O)cc3[N+](=O)[O-])CC2)c1
→ i	-0.2	i	i	i	-0.1	i	i	4.9	i	i
COc1ccc(Br)cc1C(=O)Nc1cc(C)cc(C)c1
→ i	-1.8	i	i	i	0.6	i	i	0.3	i	i
O=C(N/N=C1\CCc2ccccc21)c1ccccc1Cl
→ i	-6.1	i	i	i	1.5	i	i	-0.4	i	i
COc1cc(CNn2c(C)n[nH]c2=S)cc(Br)c1OCc1ccc(F)cc1
→ i	2.5	i	i	i	-0.7	i	i	2.5	i	i
Cc1cc(C)c2c(N)c(C(=O)c3ccc(Cl)cc3)sc2n1
→ i	-3.4	i	i	i	0.9	i	i	17.2	i	i
COc1ccc(CNC(=O)c2ccc(N(C)S(=O)(=O)c3ccc(C)cc3)cc2)cc1
→ i	-0.1	i	i	i	-0.3	i	i	-32.3	i	i
COc1cc2nc(C3CCC3)nc(N3CCN(c4ccccc4OC)CC3)c2cc1OC
→ i	?	i	i	i	-0.2	i	i	-6.1	i	i
O=C(COC(=O)/C=C/c1cccc(F)c1)Nc1ccccc1
→ i	-9.4	i	i	i	-0.3	i	i	-3.6	i	i
O=C(CNC(=O)c1ccc(Br)cc1)NCC(=O)OCc1ccc(Cl)cc1
→ i	-11.8	i	i	i	-0.1	i	i	-1.8	i	i
COc1cc(SC)ccc1C(=O)N1CCN(c2ccccc2)CC1
→ i	-7.8	i	i	i	0.5	i	i	-3.1	i	i
COc1cccc(SCc2noc(C(=O)NCC3CC3)c2C(=O)NCC2CC2)c1
→ i	10.3	i	i	i	-0.7	i	i	5.1	i	i
COC(=O)c1ccc(CN2[C@H](C(=O)OC)C[C@@]3(O)[C@H](O)[C@H](O)[C@H](O)C[C@@H]23)cc1
→ i	3.6	i	i	i	-0.1	i	i	1.3	i	i
O=C1N/C(=C/c2ccc(Br)cc2)C(O)=C1C=NCc1ccccc1
→ i	0.0	i	i	i	-0.9	i	i	-0.7	i	i
CN(C)/C=C/C(=O)c1ccn(S(=O)(=O)c2ccccc2)c1
→ i	6.1	i	i	i	1.9	i	i	-2.5	i	i
CCOC(=O)C1(C)NC(c2cccs2)C2C(=O)N(c3ccc(C)cc3)C(=O)C21 (configuration not stated)
→ i	-1.9	i	i	i	-0.1	i	i	1.6	i	i
COC(=O)c1ccc(CN2C(=O)C3CCCCC3C2=O)o1 (configuration not stated)
→ i	2.5	i	i	i	0.3	i	i	0.4	i	i
COc1ccc(CN(CCC#N)C(=S)NC(=O)c2ccccc2)cc1
→ i	13.9	i	i	i	0.2	i	i	4.4	i	i
CCCCc1ccc(-c2ccc(Br)cc2)nc1
→ i	-6.8	i	i	i	1.2	i	i	-1.2	i	i
Cc1ccc2nc(SCc3ccc([N+](=O)[O-])cc3)nc(C)c2c1
→ i	0.4	i	i	i	.	i	i	-0.2	i	i
COc1ccc(C(CC(=O)O)NC(=O)C2CCCCC2)cc1 (configuration not stated)
→ i	-0.9	i	i	i	-0.3	i	i	0.7	i	i
COc1cccc(CN2CCC(CO)(CC3CCCCO3)CC2)c1 (configuration not stated)
→ i	5.4	i	i	i	-0.1	i	i	4.3	i	i
NS(=O)(=O)c1cccc(C(=O)NC2CCSc3ccccc32)c1 (configuration not stated)
→ i	-24.6	i	i	i	0.2	i	i	-1.6	i	i
O=C(Nc1ccccc1)N(CCCN1CCOCC1)Cc1ccccc1F
→ i	-10.8	i	i	i	0.4	i	i	-7.2	i	i
CC(=O)Nc1cccc(C(=O)OCC(=O)NNC(=O)c2cccs2)c1
→ i	-7.1	i	i	i	2.1	i	i	17.5	i	i
CCOc1ccc(NC(=O)C(C)C(Cc2ccc(C)cc2)C(=O)O)cc1 (configuration not stated)
→ i	2.0	i	i	i	-0.9	i	i	-5.1	i	i
COc1ccc(C(=O)NCc2csc(-c3cccs3)n2)cc1
→ i	-4.5	i	i	i	.	i	i	.	i	i
COc1ccc(/C=N/Nc2nc(NCc3ccco3)nc(Nc3ccc(OC)cc3)n2)cc1
→ i	11.2	i	i	i	0.2	i	i	-6.5	i	i
COc1ccc(-c2coc3c(CN4CCOCC4)c(O)ccc3c2=O)cc1
→ i	-6.8	i	i	i	0.1	i	i	-8.4	i	i
COCCN(Cc1cn(C)nc1-c1ccccc1F)C(C)C
→ i	-6.0	i	i	i	-0.2	i	i	0.8	i	i
CS(=O)(=O)N1N=C(c2ccccc2)CC1c1ccc2nccnc2c1 (configuration not stated)
→ i	-4.4	i	i	i	1.6	i	i	-9.9	i	i
Cn1cccc1C(=O)NC(=O)CSc1cccc[n+]1[O-]
→ i	1.5	i	i	i	1.8	i	i	-2.7	i	i
O=C(CSc1ccccn1)N1CCCC(Nc2ccc(F)c(F)c2)C1 (configuration not stated)
→ i	1.4	i	i	i	0.2	i	i	-1.4	i	i
CCCn1nc(C(=O)OCC(=O)Nc2ncc(Cl)c(C)c2Cl)c2ccccc2c1=O
→ i	-14.5	i	i	i	0.2	i	i	0.6	i	i
c1ccc2[nH]c(CSc3nnc(-c4ccncc4)o3)nc2c1
→ i	0.8	i	i	i	-0.5	i	i	6.9	i	i
O=C(COc1ccccc1Cl)Nc1ccc2c(c1)OCO2
→ i	-12.3	i	i	i	1.6	i	i	-1.7	i	i
C=CCNc1nc(-c2c(C)nc3sccn23)cs1
→ i	-12.2	i	i	i	-0.1	i	i	-1.4	i	i
Cc1ccc(C23CC4CC(CC(NC(=O)NC(C)(C)CO)(C4)C2)C3)cc1
→ i	2.9	i	i	i	-0.1	i	i	-1.2	i	i
CCn1cc(/C=N\NC(=O)COc2cccc(C)c2C)c(C)n1
→ i	-0.3	i	i	i	0.5	i	i	-12.7	i	i
